High-throughput results (PubChem)
PI4K2A inh – inhibitors of human PI4K2A; Q9BTU6; purified PI4K2A, ADP-Glo luminescence, 1 h; hits give low values; activity change, negative = inhibition, % at 76.9 µM; 420,000 compounds, 0.13% hits; AID 1346378; in the data active means activity change below about -50%; inconclusive means mostly about -30% to -49%;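 further: -100% = wells without enzyme as full effect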
Target sequence (Q9BTU6 whole entry, looked up): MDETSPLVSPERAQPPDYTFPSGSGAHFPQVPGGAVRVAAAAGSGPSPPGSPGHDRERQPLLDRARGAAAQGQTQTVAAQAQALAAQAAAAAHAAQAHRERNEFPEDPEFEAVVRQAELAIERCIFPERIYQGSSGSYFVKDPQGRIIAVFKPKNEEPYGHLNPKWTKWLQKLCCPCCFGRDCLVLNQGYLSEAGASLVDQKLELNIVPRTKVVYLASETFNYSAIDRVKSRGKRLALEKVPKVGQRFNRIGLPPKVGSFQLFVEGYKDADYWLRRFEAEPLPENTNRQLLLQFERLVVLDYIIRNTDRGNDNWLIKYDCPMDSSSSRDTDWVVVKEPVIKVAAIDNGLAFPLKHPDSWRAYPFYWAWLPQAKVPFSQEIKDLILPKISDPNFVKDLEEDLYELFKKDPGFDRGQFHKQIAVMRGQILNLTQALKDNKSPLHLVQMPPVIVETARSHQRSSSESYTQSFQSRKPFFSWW
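Compounds are screened against recombinant PI4K2A using PI as substrate and ATP, the latter dispensed at 300 microM. Reactions run one hour at ambient temperature before ADP-Glo detection; full inhibition defined by wells lacking enzyme.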
G9a inh – G9a (human) methyltransferase inhibition | G9a H3K9 monomethylation, AlphaScreen, 2 h | Potency, µM (doses to about 102 µM), for inactives: at the highest dose activity, negative = inhibition, usual class: inhibitors | Q96KQ7 | 350,000 compounds, 8.8% hits | AID 504332; further: potency means the concentration at half of the fitted maximal effect; on the % scale 0 is the no-effect control and ±100 the full control effect; nearly all actives have a fitted effect of over 75% in size
Target sequence (Q96KQ7 913-1193 limits assumed): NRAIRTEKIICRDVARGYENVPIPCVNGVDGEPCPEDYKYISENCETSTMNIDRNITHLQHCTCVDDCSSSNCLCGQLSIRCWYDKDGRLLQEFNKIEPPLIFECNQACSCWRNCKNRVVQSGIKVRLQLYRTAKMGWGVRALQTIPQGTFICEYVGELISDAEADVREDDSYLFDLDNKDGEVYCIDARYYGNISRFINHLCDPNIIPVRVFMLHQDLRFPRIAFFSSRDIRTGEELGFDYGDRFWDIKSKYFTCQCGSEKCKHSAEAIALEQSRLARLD
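Compounds were preincubated with 20 nM G9a for 15 min, after which biotinylated H3K9 peptide (500 nM) and SAM (20 uM) started a 2 h room-temperature reaction. Monomethylated product was quantified by antibody-based AlphaScreen chemiluminescence.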
HP1b binding inh – HP1-beta chromodomain-methylated histone interaction inhibition | Potency, µM (top dose mostly 114 µM), for inactives: at the top dose activity change, negative = inhibition, actives largely listed as inhibitors | 390,000 compounds, 0.56% hits | AlphaScreen HP1-beta / biotin-H3K9me3 peptide binding | P83916; further: potency means the concentration at half of the fitted maximal effect; nearly all actives have a fitted effect of over 70% in size; inactives centre near 23
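AlphaScreen: HP1-beta (50 nM) preformed 30 min with biotin-H3(1-18)K9me3 peptide (50 nM) in PBS pH 7.4, 0.01% Tween-20. Compound added for 30 min at RT, then streptavidin donor/nickel chelate acceptor beads (10 ug/mL) for 30 min.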
GLS inhibitor – blocks human kidney-isoform glutaminase activity; O94925; GLS enzymatic activity, qHTS titration; Potency, µM (titrated, usually from 45.5 µM), without a hit: at the top dose activity change, negative = inhibition, most hits filed as inhibitors; 410,000 compounds, 0.21% hits; AID 624170; further: potency means the concentration at half of the fitted maximal effect; on the % scale 0 is the no-effect control and ±100 the full control effect
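Assay buffer: 45 mM KH2PO4 pH 8.2, 0.02% Tween-20. hKGA acts on L-glutamine (1 mM solution added); product glutamate is reported by an oxidase/peroxidase Amplex Red coupling, with fluorescence taken at baseline and 30 min.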
JMJD2A Tudor inh – inhibitors of human JMJD2A Tudor domain. O75164. AlphaScreen JMJD2A-Tudor / H3K4me3 peptide binding. Potency, µM (titrated, usually from 114 µM), inactives show at the highest dose activity change, negative = inhibition, hits mostly inhibitors. 390,000 compounds, 4.4% hits. AID 504339; further: potency means the concentration at half of the fitted maximal effect; on the % scale 0 is the no-effect control and ±100 the full control effect; nearly all actives have a fitted effect of over 50% in size
Pin1 inh – blocks the human prolyl isomerase Pin1; Q13526; Pin1 FP peptide displacement, HiFluor488, 10 min; Potency, µM (titrated, usually from 115 µM), without a hit: at the highest dose activity, negative = inhibition, usual class: inhibitors; 390,000 compounds, 0.009% hits; active means well fitted inhibition curve with a large enough effect in the polarisation, with a control signal flat, not every such curve was filed as active; inconclusive means small, poorly fitted or top-dose-only effect, or effect the other way, or a change in a side signal; inactive means no such curve, though single readings can be large or run the other way; the % refers to the polarisation; further: potency means the concentration at half of the fitted maximal effect; on the % scale 0 is the no-effect control and ±100 the full control effect
Target sequence (Q13526 whole entry, looked up): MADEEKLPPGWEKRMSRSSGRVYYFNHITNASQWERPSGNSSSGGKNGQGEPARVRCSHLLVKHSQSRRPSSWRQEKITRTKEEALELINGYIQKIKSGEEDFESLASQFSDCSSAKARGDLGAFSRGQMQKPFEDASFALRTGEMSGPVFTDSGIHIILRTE
POLH inh – inhibitors of human DNA polymerase eta; Potency, µM (titrated, usually from 114 µM), inactives show top-dose activity change, negative = inhibition, most hits filed as inhibitors; 390,000 compounds, 1.2% hits; AID 588591; Q9Y253; recombinant Pol eta, fluorescent DNA replication assay; further: potency means the concentration at half of the fitted maximal effect; on the % scale 0 is the no-effect control and ±100 the full control effect
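Pol eta (10 nM) was preincubated with compounds for 15 min at room temperature, after which fluorescent replication substrate (50 nM final) was added to start the reaction. Fluorescence was read kinetically at 0 and 10 min.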
PGK inhibitor – blocks T. brucei phosphoglycerate kinase; AID 602233; Potency, µM (top dose mostly 57.5 µM), without a hit: at the top dose activity change, negative = inhibition, most hits filed as inhibitors; PGK/GAPDH coupled, Kinase-Glo luminescence, 60 min; 380,000 compounds, 0.043% hits; P07378; further: potency means the concentration at half of the fitted maximal effect; on the % scale 0 is the no-effect control and ±100 the full control effect; nearly all actives have a fitted effect of over 60% in size
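Recombinant glycosomal PGK reaction used 1,3-bisphosphoglycerate generated in-well by GAPDH (100nM final) in 100mM TEA pH 7.6, 5mM MgCl2, 0.01% Tween-20. After 60 minutes at room temperature, ATP was read by Kinase-Glo Plus luminescence end-point.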
BAZ2B inh – BAZ2B (human) inhibition; Q9UIF8; 360,000 compounds, 4.4% hits; AlphaScreen BAZ2B-H3K14Ac peptide displacement; Potency, µM (top dose mostly 114 µM), inactives show top-dose activity change, negative = inhibition, hits mostly inhibitors; further: potency means the concentration at half of the fitted maximal effect; on the % scale 0 is the no-effect control and ±100 the full control effect; nearly all actives have a fitted effect of over 60% in size
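AlphaScreen displacement: compounds (up to 110uM) incubated 30 min at room temperature with a preformed 50 nM BAZ2B/50 nM biotinylated H3K14Ac peptide complex in PBS pH 7.4 with Tween-20. Donor and acceptor beads at 10 ug/mL final added, 20 min light-protected before reading.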
* hit, by the source's call; [ ] = remark or other dose. Unless noted, the call rests on the fitted dose curve; in most records, active means well fitted curve in the direction sought with a large enough effect; inconclusive means small, poorly fitted or top-dose-only effect, or another doubt; inactive means no such curve, though single readings can be large; an effect the other way counts as inactive or inconclusive. This is a subset, so the mix of outcomes need not match the whole.

How did CCCCC(=O)NS(=O)(=O)c1ccc(N=NN(CC)CC)cc1 do in these assays?
PI4K2A inh: 2; HP1b binding inh: 12%; GLS inhibitor: -4%; JMJD2A Tudor inh: 3%; Pin1 inh: 5%; POLH inh: -6%; PGK inhibitor: -2%; BAZ2B inh: 1%

How did CCCS(=O)(=O)N1CCCC(C(=O)NC(C)c2ccc3c(c2)OCCO3)C1 (stereo not given) do in these assays?
PI4K2A inh: 1; G9a inh: -8%[59 µM]; HP1b binding inh: 31%; GLS inhibitor: 0%; JMJD2A Tudor inh: 3%; Pin1 inh: -2%; POLH inh: -12%; PGK inhibitor: -2%; BAZ2B inh: 0%

How did Cc1ccc(CNC(=O)CN2C(=O)CC(c3ccc(C)c(C)c3)=Nc3ccccc32)cc1 do in these assays?
PI4K2A inh: 2; G9a inh: 7%[59 µM]; HP1b binding inh: 0%; GLS inhibitor: -1%; JMJD2A Tudor inh: -28%; Pin1 inh: 9%; POLH inh: 8%; PGK inhibitor: inactive; BAZ2B inh: -15%

What do the screens show for `CC(=O)Nc1ccc(NC(=O)CN(C)S(=O)(=O)c2ccc3c(c2)CCC(=O)N3)cc1`?
PI4K2A inh: 7; G9a inh: 41%; HP1b binding inh: 21%; GLS inhibitor: -2%; JMJD2A Tudor inh: -3%; Pin1 inh: -2%; POLH inh: -9%; PGK inhibitor: -2%; BAZ2B inh: -10%

What do the screens show for `Cc1noc(NS(=O)(=O)c2ccc(NC(=O)c3ccc(Br)cc3)cc2)c1C`?
PI4K2A inh: 0; G9a inh: -9%[59 µM]; HP1b binding inh: 5%; GLS inhibitor: 12%; JMJD2A Tudor inh: -24%; Pin1 inh: -2%; BAZ2B inh: -6%

What do the screens show for `CC1CN=C(N(C(=O)Nc2ccccc2)c2ccc(S(=O)(=O)N3CCOCC3)cc2)S1` (stereo not given)?
PI4K2A inh: -14; G9a inh: 7.1µM*; HP1b binding inh: 24%; GLS inhibitor: 21%; JMJD2A Tudor inh: 11%; Pin1 inh: 1%; POLH inh: -18%; PGK inhibitor: 1%; BAZ2B inh: 12%

How did CN(C)c1ccc(/C=N/n2c(-c3cccnc3)n[nH]c2=S)cc1 do in these assays?
PI4K2A inh: 1; G9a inh: 3.2µM*; HP1b binding inh: 7%; GLS inhibitor: -22%; JMJD2A Tudor inh: 5µM*; Pin1 inh: -1%; POLH inh: -19%; PGK inhibitor: 8%; BAZ2B inh: inconclusive

How did CCC(=O)N1C(Cc2ccccc2)COC1(C)C (stereo not given) do in these assays?
PI4K2A inh: -4; G9a inh: -1%; HP1b binding inh: 20%; GLS inhibitor: 1%; JMJD2A Tudor inh: -5%; Pin1 inh: -5%; POLH inh: -16%; PGK inhibitor: -8%; BAZ2B inh: -2%

Results for C[C@H](NC(=O)c1nc[nH]c1C(=O)N[C@@H](CCCCNC(=O)OC(C)(C)C)C(=O)OC(C)(C)C)C(=O)OC(C)(C)C ?
PI4K2A inh: 0; G9a inh: 10%[12.7 µM]; HP1b binding inh: 32%; GLS inhibitor: 2%; JMJD2A Tudor inh: -20%; Pin1 inh: 1%; POLH inh: -15%; PGK inhibitor: -9%; BAZ2B inh: 7%

What do the screens show for `NC(=O)C1CCN(C(=O)c2ccc(-c3ccccc3Cl)o2)CC1`?
PI4K2A inh: 2; G9a inh: -2%[59 µM]; HP1b binding inh: 22%; GLS inhibitor: 18%; JMJD2A Tudor inh: -16%; Pin1 inh: -2%; POLH inh: -16%; PGK inhibitor: 0%; BAZ2B inh: 0%

What do the screens show for `COc1cccc(CSc2nc3ccccc3c3nc(CCn4c(C)nc5ccccc54)nn23)c1`?
PI4K2A inh: -4; G9a inh: -28%[59 µM]; HP1b binding inh: 29%; GLS inhibitor: 1%; JMJD2A Tudor inh: -18%; Pin1 inh: 1%; POLH inh: -3%; PGK inhibitor: inactive; BAZ2B inh: 1%

Results for COc1ccc(C2C=C(C)Nc3ncnn32)cc1 (stereo not given) ?
PI4K2A inh: 7; HP1b binding inh: 17%; GLS inhibitor: -1%; JMJD2A Tudor inh: -16%; Pin1 inh: 0%; POLH inh: -7%; PGK inhibitor: -1%

How did O=C1CCCc2ccccc2N1Cc1cccc(F)c1 do in these assays?
PI4K2A inh: -27; G9a inh: 2%[59 µM]; HP1b binding inh: 37%[activator]; GLS inhibitor: 8%; JMJD2A Tudor inh: 8%; Pin1 inh: -1%; POLH inh: -5%; PGK inhibitor: 2%; BAZ2B inh: 6%

How did CCOc1ccccc1NC(=O)CN1C=NS(=O)(=O)c2ccccc21 do in these assays?
PI4K2A inh: 2; G9a inh: 4%[59 µM]; HP1b binding inh: 27%; GLS inhibitor: -5%; JMJD2A Tudor inh: -28%; Pin1 inh: -1%; POLH inh: -1%; PGK inhibitor: 5%; BAZ2B inh: 1%

Results for CCOC(=O)c1c(-c2ccc(-c3ccccc3)cc2)csc1NC(=O)c1cccc(N2C(=O)CCC2=O)c1 ?
PI4K2A inh: -2; G9a inh: 4%[59 µM]; HP1b binding inh: 18%; GLS inhibitor: -3%; JMJD2A Tudor inh: -17%; Pin1 inh: 1%; POLH inh: -11%; PGK inhibitor: -3%; BAZ2B inh: 10%

What do the screens show for `O=C(COC(=O)/C=C/c1ccc(OC(F)F)cc1)Nc1cccc(S(=O)(=O)N2CCCC2)c1`?
PI4K2A inh: -4; G9a inh: -12%[2.33 µM]; HP1b binding inh: 16%; GLS inhibitor: -2%; JMJD2A Tudor inh: -12%; Pin1 inh: 19%; POLH inh: -27%; PGK inhibitor: 4%; BAZ2B inh: 5%

Results for O=C(CSc1nnc(-c2cccs2)o1)Oc1ccc(Cl)cc1 ?
PI4K2A inh: 2; G9a inh: -26%[59 µM]; HP1b binding inh: 36%; GLS inhibitor: -6%; JMJD2A Tudor inh: -13%; Pin1 inh: -1%; POLH inh: -5%; PGK inhibitor: 9%; BAZ2B inh: -6%

What do the screens show for `CC(C)Cn1cc(NC(=O)N2CCN(c3cccc(C(F)(F)F)c3)CC2)c2ccccc2c1=O`?
PI4K2A inh: -20; G9a inh: -32%[59 µM]; HP1b binding inh: 13%; GLS inhibitor: -16%; JMJD2A Tudor inh: -21%; Pin1 inh: 0%; POLH inh: -19%; PGK inhibitor: 3%; BAZ2B inh: 3%[57.1 µM]

What do the screens show for `COc1ccc(C2CC(c3ccc(OC)cc3)n3nc(N)nc3N2)cc1` (stereo not given)?
PI4K2A inh: -1; G9a inh: inconclusive; HP1b binding inh: 47%[activator]; GLS inhibitor: 16%; JMJD2A Tudor inh: -24%; Pin1 inh: 5%; POLH inh: -10%; PGK inhibitor: 3%; BAZ2B inh: -3%

How did CCN1C(=O)c2ccccc2S(=O)(=O)c2ccc(C(=O)NCc3ccc(C)cc3)cc21 do in these assays?
PI4K2A inh: -10; G9a inh: -1%[59 µM]; HP1b binding inh: 22%; GLS inhibitor: 2%; JMJD2A Tudor inh: -24%; Pin1 inh: 10%; POLH inh: -16%; PGK inhibitor: 2%; BAZ2B inh: -9%

Results for OC(COc1ccccc1F)CN1CCC(Cc2ccccc2)CC1 (stereo not given) ?
PI4K2A inh: 1; HP1b binding inh: 27%; GLS inhibitor: 0%; JMJD2A Tudor inh: -15%; Pin1 inh: -1%; POLH inh: -2%; PGK inhibitor: 0%; BAZ2B inh: -1%

Results for CC(C)Cc1nnc(NC(=O)CSc2nc(N)cc(=O)[nH]2)s1 ?
PI4K2A inh: -2; G9a inh: 2%[2.33 µM]; HP1b binding inh: 26%; GLS inhibitor: 1%; JMJD2A Tudor inh: -15%; Pin1 inh: 0%; POLH inh: -6%; PGK inhibitor: -6%; BAZ2B inh: -11%

How did CCN(CC)S(=O)(=O)c1ccc(OC)c(NC(=O)c2cc([N+](=O)[O-])ccc2Cl)c1 do in these assays?
PI4K2A inh: -5; G9a inh: -1%; HP1b binding inh: 6%; GLS inhibitor: 10%; JMJD2A Tudor inh: -10%; Pin1 inh: 0%; POLH inh: 5%; PGK inhibitor: 7%; BAZ2B inh: 5%

How did NC(=O)C1CCN(CC(O)COc2ccc(-c3ccccc3)cc2)CC1 (stereo not given) do in these assays?
PI4K2A inh: 0; G9a inh: 13%[59 µM]; HP1b binding inh: 29%; GLS inhibitor: 0%; JMJD2A Tudor inh: -25%; Pin1 inh: -5%; POLH inh: -1%; PGK inhibitor: -5%; BAZ2B inh: 1%

What do the screens show for `CC(=O)Nc1ccc(N2CCN(C(C)=O)CC2)cc1`?
PI4K2A inh: -4; G9a inh: -21%[59 µM]; HP1b binding inh: 13%; GLS inhibitor: 17%; JMJD2A Tudor inh: -5%; Pin1 inh: -2%; POLH inh: 5%; BAZ2B inh: 2%

Two compounds picked at random from the list so far:
Results for COc1ccc(C2C=C(C)Nc3ncnn32)cc1 (stereo not given) ?
PI4K2A inh: 7; HP1b binding inh: 17%; GLS inhibitor: -1%; JMJD2A Tudor inh: -16%; Pin1 inh: 0%; POLH inh: -7%; PGK inhibitor: -1%

Results for OC(COc1ccccc1F)CN1CCC(Cc2ccccc2)CC1 (stereo not given) ?
PI4K2A inh: 1; HP1b binding inh: 27%; GLS inhibitor: 0%; JMJD2A Tudor inh: -15%; Pin1 inh: -1%; POLH inh: -2%; PGK inhibitor: 0%; BAZ2B inh: -1%
